aSyn rescue: alpha-synuclein toxicity inhibition in yeast; Yeast expressing alpha-synuclein, growth rescue, BacTiter-Glo, 24 h; Potency, µM (doses to about 46.1 µM), inactives show top-dose growth rescue (activation), most hits filed as activators; actives 0.14% (n = 370,000); note: potency is the fitted concentration of half-maximal effect; % of control where 0% means no effect; nearly all actives have a fitted effect of over 65% in size
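Readout is rescue of growth in alpha-synuclein-expressing yeast, so inhibitors of toxicity appear as activators. Growth after 24 hr at 30 deg C in galactose medium is quantified by luminescence.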
DRD3 agonist: agonists of human D3 dopamine receptor; D3R DiscoveRx beta-arrestin cells, luminescence, 90 min; actives 0.58% (n = 410,000); max activation, %; P35462; AID 652048; in the data active = max activation above about 30%; note: 0% is about no effect; mostly tested at two doses, the higher about 12 µM
Target sequence (P35462 whole entry, looked up): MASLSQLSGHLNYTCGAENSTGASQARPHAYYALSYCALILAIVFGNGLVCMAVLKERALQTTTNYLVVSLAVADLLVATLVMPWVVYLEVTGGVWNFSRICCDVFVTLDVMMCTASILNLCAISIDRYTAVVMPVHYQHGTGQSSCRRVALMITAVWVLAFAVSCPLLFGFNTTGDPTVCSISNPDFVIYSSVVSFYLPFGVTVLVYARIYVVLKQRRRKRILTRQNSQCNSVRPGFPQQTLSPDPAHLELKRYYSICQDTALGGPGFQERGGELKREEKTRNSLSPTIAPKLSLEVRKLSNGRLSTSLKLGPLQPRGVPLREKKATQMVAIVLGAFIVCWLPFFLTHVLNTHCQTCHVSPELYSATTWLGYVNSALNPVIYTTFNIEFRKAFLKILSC
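Agonist mode: compounds and dopamine controls were applied to plated cells for 90 min at 37 degrees C after an overnight attachment at 1500 cells/well. Luminescent read-out followed 30 - 60 minutes at room temperature with DiscoveRx detection reagent.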
GLP1R cytotox: cytotoxic in the GLP-1 receptor inverse agonist counter-screen; HEK293 cAMP-luciferase reporter cells, luminescence, 24 h; Potency, µM (series often up to 38.3 µM), inactives show at the highest dose activity change, negative = inhibition, hits mostly inhibitors; actives 0.13% (n = 410,000);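 note: loss of luciferase light is scored as toxicity; potency is the fitted concentration of half-maximal effect; % is set by controls: 0 for no effect and ±100 for the full control effect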
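Luminescence readout: signal drop marks cytotoxicity. Plated cells grew 12 h at 37 °C, 5% CO2, received 23 nL compound for 24 h, then got luciferase reagent, read after 12 min at RT.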
D3 antag: antagonists of human D3 dopamine receptor; P35462; D3R cells, DiscoveRx beta-arrestin luminescence, antagonist mode; hits give low values; max response, negative = inhibition, %; actives 2.5% (n = 360,000); AID 652054; in the data active = max response below about -50%; inconclusive = no clear call, values can overlap the other calls; note: % is set by controls: 0 for no effect and ±100 for the full control effect; mostly tested at two doses, the higher about 12 µM
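Cells expressing the human receptor were seeded at 1500 cells/well, incubated overnight at 37 degrees C in 5% CO2, then exposed to library compounds with dopamine controls for 90 minutes at 37 degrees C before luminescent detection.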
GLP1R ag: activates the human GLP-1 receptor; P43220; HEK293 GLP-1R CRE-luciferase, luminescence, 4-6 h; cells express a hypersensitive GLP-1R form; Potency, µM (top dose mostly 45.6 µM), for the others: at the highest dose activation, usual class: activators; actives 0.007% (n = 380,000); AID 624172; note: potency is the fitted concentration of half-maximal effect; % of control where 0% means no effect
Target sequence (P43220 whole entry, looked up): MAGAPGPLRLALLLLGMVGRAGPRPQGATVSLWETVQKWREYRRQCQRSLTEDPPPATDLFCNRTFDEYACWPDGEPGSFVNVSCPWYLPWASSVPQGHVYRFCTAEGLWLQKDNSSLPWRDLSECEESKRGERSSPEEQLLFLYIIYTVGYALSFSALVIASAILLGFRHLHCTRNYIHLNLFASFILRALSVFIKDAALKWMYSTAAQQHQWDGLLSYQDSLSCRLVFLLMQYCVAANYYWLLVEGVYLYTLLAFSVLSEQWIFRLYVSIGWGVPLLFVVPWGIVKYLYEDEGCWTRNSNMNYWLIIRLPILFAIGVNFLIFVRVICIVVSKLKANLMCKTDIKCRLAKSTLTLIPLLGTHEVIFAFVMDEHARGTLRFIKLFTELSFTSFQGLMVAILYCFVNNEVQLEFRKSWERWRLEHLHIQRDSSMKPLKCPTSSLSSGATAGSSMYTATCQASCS
GLP1R inv ag: inverse agonists of human GLP-1 receptor; actives 1.6% (n = 410,000); Potency, µM (top dose mostly 38.3 µM), for inactives: top-dose activity change, negative = inhibition, hits mostly inhibitors; HEK293 GLP-1R CRE-luciferase, luminescence, 24 h; GLP-1R form is constitutively active; AID 624417; note: potency is the fitted concentration of half-maximal effect; % is set by controls: 0 for no effect and ±100 for the full control effect; nearly all actives have a fitted effect of over 55% in size
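Constitutively active GLP-1R drives a cAMP-responsive luciferase in stably transfected HEK293 cells; test compounds are added after overnight (12 h) attachment and left 24 hr, and signal loss in luminescence marks inhibition.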
TDP-43 yeast inh: rescues yeast growth from TDP-43 toxicity; TDP-43 expressing yeast growth rescue, BacTiter-Glo, 24 h; Potency, µM (titrated, usually from 46.1 µM), for inactives: at the highest dose growth rescue (activation), usual class: activators; actives 1.8% (n = 410,000); AID 652104; note: potency is the fitted concentration of half-maximal effect; % of control where 0% means no effect; nearly all actives have a fitted effect of over 50% in size
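In this qHTS, compounds that restore growth of yeast expressing TDP-43 appear as activators. Cells (OD600=0.02, galactose medium, raffinose-pregrown) are incubated with compound 24 hr at 30 deg C and growth is quantified by BacTiter-Glo.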
KB-V1 cytotox: kills drug-selected multidrug resistant KB-V1 cells; KB-V1 MDR cells viability, CellTiter-Glo, 72 h; Potency, µM (titrated, usually from 46.1 µM), for the others: at the top dose activity change, negative = cytotoxicity, usual class: cytotoxic; actives 3.4% (n = 400,000); AID 1347076; note: potency is the fitted concentration of half-maximal effect; % is set by controls: 0 for no effect and ±100 for the full control effect; nearly all actives have a fitted effect of over 60% in size
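qHTS viability screen in drug-selected KB-V1 MDR cells: 72 h compound treatment at 37 degrees C, ATP luminescence end point.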
PTHR1 ag: agonists of human PTHR1 parathyroid hormone receptor | HEK293 GP2 PTHR1 cells, GloSensor cAMP luminescence, 1 h | Potency, µM (highest dose often 115 µM), for the others: at the top dose activation, most hits filed as activators | actives 0.075% (n = 410,000) | AID 743266; note: potency is the fitted concentration of half-maximal effect; nearly all actives have a fitted effect of over 55% in size; some results filed as inactive show a strong effect at the top dose; inactives centre near -15; many of its hits are not listed in these tables
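HEK-293-derived GP2 cells expressing PTHR1 and a GloSensor cAMP reporter, 3,000/well, plated overnight, given luciferin plus IBMX (each 0.5 mM as added) for 1 h at 37 °C, then compound for 1 h at 37 °C. Luminescence was read after 15 min at room temperature.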
Numbers without * were called inactive; i = inactive; ? = inconclusive; . = no result given; [ ] = remark or other dose. Unless noted, calls come from the whole dose curve; as a rule, active = well fitted curve in the direction sought with a large enough effect; inconclusive = small, poorly fitted or top-dose-only effect, or another doubt; inactive = no such curve, though single readings can be large; an effect the other way counts as inactive or inconclusive. An excerpt; rates above refer to the full screens.

SMILES	aSyn rescue	DRD3 agonist	GLP1R cytotox	D3 antag	GLP1R ag	GLP1R inv ag	TDP-43 yeast inh	KB-V1 cytotox	PTHR1 ag
Cc1ccc(Cl)cc1N1CCN(C(=O)C2CCN(S(=O)(=O)Cc3ccccc3)CC2)CC1	.	-2	-1%	.	.	-3%	3%	-7%	-31%[inhibitor]
C[C@@H](NC(=O)[C@@H]1Cc2ccccc2CN1)C(=O)NCc1ccco1	0%	16	-10%	8	-1%	2%	-2%	9%	i
Cc1ccc(-c2nc(NCc3ccco3)n(S(C)(=O)=O)n2)cc1	7%	-3	1%	0	18%	-6%	?	-1%	-1%
CC1(C)CC(=O)C/C(=N\NC(=O)C2CC2c2ccccc2)C1 (stereo not given)	2%	-3	-10%	-11	-2%	7%	-8%	0%	i
CCOC(=O)/C=C/C(=O)OCC(=O)Nc1ccc(OC)c(Cl)c1	3%	0	?	9	-4%	3%	35µM*	-3%	-12%
Cc1ccc(Cn2nnc3c(=O)[nH]c(C4CCN(S(=O)(=O)Cc5ccccc5)CC4)nc32)cc1	1%	-3	-17%	-7	11%	?	-21%	-24%	-34%[inhibitor]
CCN1CCN(c2cc(C)c3cc(NC(=S)N4CCC5(CC4)OCCO5)ccc3n2)CC1	-5%	-12	?	-26	2%	?	-12%	-53%	i
O=C(CN(Cc1ccco1)C(=O)CNS(=O)(=O)c1ccc(Cl)cc1)NCc1ccc(F)cc1	1%	-7	9%	-10	4%	?	-2%	0%	i
Brc1cccc(OCCN2CCOCC2)c1	-4%	8	1%	?	0%	12%	-12%	4%	i
O=C(Nc1cccs1)NC1CCCC1	6%	-5	-10%	11	0%	-8%	10%	2%	-13%[57.5 µM]
CC1CC(C)CN(CCCNC(=O)c2ccc(CNS(=O)(=O)c3ccc(F)cc3)cc2)C1 (stereo not given)	1%	-16	-5%	-30	10%	?	-12%	2%	i
Cc1ccc(N2CCN(C(=O)c3ccc(Nc4nc5ccccc5n5nnnc45)cc3)CC2)c(C)c1	.	-6	0%	.	.	19%	17%	-11%	i
O=S1(=O)CCN=C2SC3=C(CCCC3)N21	-5%	1	1%	9	-4%	0%	-10%	8%	-11%[57.5 µM]
O=S(=O)(Nc1cccc(Br)c1)c1cccc2nsnc12	?	-10	-8%	-20	3%	-26%	?	-10%	-13%
C(=C\c1ccccn1)/c1ccccn1	7%	7	-1%	7	1%	-4%	5%	12%	-1%
Cc1nnc(SCc2nc3sc4c(c3c(=O)[nH]2)CCCC4)n(N)c1=O	-1%	7	11%	6	17%	90%[activator]	6%	-9%	-8%
C[C@H](CO)N1C[C@H](C)[C@@H](CN(C)C(=O)CN2CCOCC2)Oc2cc(Br)ccc2S1(=O)=O	0%	2	3%	6	4%	-5%	24%	3%	i
CCC(=O)N1c2ccccc2C(C)(c2ccccc2)CC1(C)C (stereo not given)	.	0	5%	.	.	11%	18%	2%	i
CCOc1ccc(N(CC(=O)Nc2ccc3c(c2)OCCO3)S(=O)(=O)c2c(C)noc2C)cc1	0%	6	-20%	12	6%	?	19%	-4%	-25%
Cc1ccc(NC(=O)C2CCCO2)cc1[N+](=O)[O-] (stereo not given)	5%	8	-2%	-17	1%	0%	22%	7%	?
Nc1nc(-c2ccc(Cl)cc2)c(S(=O)(=O)c2ccccc2)s1	-3%	-8	6%	0	6%	8.9µM*	-13%	0%	-92%[inhibitor]
COc1ccc(Nc2nc(N3CCCC3)nc3ccccc23)c(OC)c1	3%	2	?	-18	1%	5%	5%	?	i
CC1(C(=O)NCc2cccs2)CCN1C(=O)Cc1cccc2ccccc12 (stereo not given)	8%	-1	2%	0	4%	-5%	9%	-4%	-11%
CC1CCN(c2nc3ccc(C(=O)O)cc3s2)CC1	-11%	-11	0%	-11	-22%	?	4µM*	-17%	-28%
CCNC(=O)C1(C)CCN1C(=O)CCc1cccc(Cl)c1 (stereo not given)	-3%	-8	3%	?	0%	-25%	-8%	18%	-1%
COc1ccc(NC(=O)C(C/C=C(/C)Cl)C(C)=O)cc1 (stereo not given)	12%	-4	14%	-26	7%	?	8%	-9%	-4%[57.5 µM]
Cc1cccc(OCCn2nnc3ccccc32)c1C	18%	-3	1%	-6	9%	?	?	-7%	i
O=S(=O)(c1ccc(S(=O)(=O)N2CCCN(Cc3ccccc3)C2)cc1)N1CCCCCC1	6%	-1	4%	-18	0%	-8%	-17%	17%	-3%[57.5 µM]
CCOc1ccc(NS(=O)(=O)c2ccc3[nH]c4c(c3c2)CCCCC4)cc1	.	8	-7%	.	.	?	18µM*	-17%	-20%
CS(=O)(=O)c1ccc(Cl)c(NC(=O)CSc2n[nH]c(-c3cccs3)n2)c1	-1%	6	-6%	-8	0%	35%[activator]	-11%	-13%	?

Laid out differently: results already given.
> COc1ccc(NC(=O)C(C/C=C(/C)Cl)C(C)=O)cc1 (stereo not given)
  aSyn rescue = 12%
  DRD3 agonist = -4
  GLP1R cytotox = 14%
  D3 antag = -26
  GLP1R ag = 7%
  GLP1R inv ag = ?
  TDP-43 yeast inh = 8%
  KB-V1 cytotox = -9%
  PTHR1 ag = -4%[57.5 µM]

> Cc1cccc(OCCn2nnc3ccccc32)c1C
  aSyn rescue = 18%
  DRD3 agonist = -3
  GLP1R cytotox = 1%
  D3 antag = -6
  GLP1R ag = 9%
  GLP1R inv ag = ?
  TDP-43 yeast inh = ?
  KB-V1 cytotox = -7%
  PTHR1 ag = i

Next section.
Each structure is followed by: aSyn rescue	DRD3 agonist	GLP1R cytotox	D3 antag	GLP1R ag	GLP1R inv ag	TDP-43 yeast inh	KB-V1 cytotox	PTHR1 ag
Cn1nnnc1SCC(=O)NNC(=O)c1ccc(F)cc1
→ -3%	-3	16%	-57*	-7%	1%	8%	27%	-3%
CCOC(=O)c1c(C)c(C(=O)NCc2cccs2)c(C)n1C
→ -2%	8	4%	17	?	1%	-15%	-28%	i
COc1ccccc1CNS(=O)(=O)CCNC1CCCCC1
→ 4%	-25	-6%	-73*	-1%	-15%	-6%	-13%	-6%
O=C(Cn1cnc2ccccc21)c1ccc(Br)cc1
→ 0%	9	7%	7	1%	-17%	12%[9.22 µM]	-25%	i
O=C(Oc1ccc(N2C(=O)CCC2=O)cc1)c1ccco1
→ 0%	0	-11%	-20	-3%	1%	-12%	11%	i
CN(C)C(=O)/C(C#N)=C\c1cc(Br)c(Sc2ccc(Cl)cc2)o1
→ 3%	-5	9%	?	-10%	?	24%	16µM*	-25%
O=C(O)CSCCCC(=O)Nc1ccc(Br)cc1
→ 2%	5	?	2	-2%	18%	23%	-4%	26%
CSCCC(NS(=O)(=O)c1ccc2ccccc2c1)C(=O)OCC(=O)c1ccc(C(C)C)cc1 (stereo not given)
→ 4%	3	-7%	-11	13%	?	-3%	18µM*	-74%
Cc1cccc(Oc2ccc(C(=O)NC3CCSC3=O)cn2)c1C (stereo not given)
→ -7%	3	-14%	50	-3%	?	28%	2%	-15%
Cc1ccc2c(c1)cc1c(=O)[nH]ncn12
→ 0%	5	-10%	12	4%	15%	21%	?	i
COc1ccc(Cc2c(-c3ccc(Cl)cc3)nc3cc(C)c(Br)c(C)n23)c(C)c1
→ ?	3	0%	-15	1%	?	4%	?	i
Cc1cc(=O)[nH]c(SCC(=O)C23CC4CC(CC(C4)C2)C3)c1C#N
→ -11%	3	-11%	37	5%	0%	-10%	6.5µM*	-84%[inhibitor][57.5 µM]
CC(C)Cc1ccc(S(=O)(=O)Nc2ccccn2)cc1
→ -3%	-13	3%	-23	4%	33%[activator]	-4%	-7%	14%
CCN(CC)CCNC(=O)CNC(=S)N(CCCN1CCOCC1)Cc1cccs1
→ -2%	-15	11%	-26	5%	2%	10%	-2%	i
O=C(NCCC1=CCCCC1)c1ccc2c(c1)N(Cc1ccccc1F)C(=O)c1ccccc1S2(=O)=O
→ .	-12	-4%	.	-3%	?	5%	15%	-17%
Cc1nc2ccc(C(=O)Nc3ccc(N(C)C)cc3)cc2s1
→ -2%	-9	11%	3	4%	10%	?	-11%	i
CC(=O)Nc1ccc(S(=O)(=O)N(c2cccnc2)S(=O)(=O)c2ccc(NC(C)=O)cc2)cc1
→ -4%	2	1%	-23	5%	22%	17%	-1%	-10%[57.5 µM]
COc1cc(SC)ccc1C(=O)OCC(=O)NC1CCCCC1
→ 1%	-6	1%	-1	4%	2%	?	4%	i
CCc1cccc(C)c1NC(=O)CSc1n[nH]c(-c2ccccc2)n1
→ .	6	2%	.	.	-24%	0%	0%	-14%
Cc1cc(Nc2ccc(Cl)cc2)n(-c2cccc(Cl)c2)n1
→ 9%	2	64%[activator]	13	-4%	7.9µM*	22µM*	?	-15%

Three compounds picked at random from those above:
Each structure is followed by: aSyn rescue	DRD3 agonist	GLP1R cytotox	D3 antag	GLP1R ag	GLP1R inv ag	TDP-43 yeast inh	KB-V1 cytotox	PTHR1 ag
Cc1nc2ccc(C(=O)Nc3ccc(N(C)C)cc3)cc2s1
→ -2%	-9	11%	3	4%	10%	?	-11%	i
COc1ccc(Cc2c(-c3ccc(Cl)cc3)nc3cc(C)c(Br)c(C)n23)c(C)c1
→ ?	3	0%	-15	1%	?	4%	?	i
O=C(NCCC1=CCCCC1)c1ccc2c(c1)N(Cc1ccccc1F)C(=O)c1ccccc1S2(=O)=O
→ .	-12	-4%	.	-3%	?	5%	15%	-17%

Screening data deposited in PubChem by National Center for Advancing Translational Sciences (NCATS).
